Pf Dd2 inh: P. falciparum Dd2 growth inhibitors, primary screen, SYBR Green fluorescence, single dose replicates; activity change, % at 10 µM; 72 h; active compounds read low; 94,000 tested, 2.3% active; in the data active = activity change below about -80%
T cruzi growth: T. cruzi intracellular proliferation inhibitors, primary screen, cell-based, beta-gal Tulahuen parasites, NIH3T3 host, luminescence; 77,000 tested, 5.9% active; inhibition, % at 8.34 µM; AID 624255, 2012; T. cruzi beta-gal in NIH3T3, GalScreen luminescence, 90 h;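 active = mean inhibition above about 93%, with at least 55% of replicates each passing it, limit read from the data, passing the limit was not always enough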
KDM4C inh: inhibitors of GASC-1 (KDM4C) histone demethylase, primary screen, biochemical, single concentration HTS; Lysine-specific demethylase 4C (Homo sapiens), Q9H3R0; GST-KDM4C 2-372, H3K9me3 peptide, LANCE TR-FRET; inhibition, % at 12.5 µM; 96,000 tested, 0.15% active; AID 720574, 2013;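 active = mean replicate inhibition above about 25%, with at least 55% of replicates also reaching it, limit read from the data, passing the limit was not always enough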
Target sequence (Q9H3R0 2-372 limits assumed): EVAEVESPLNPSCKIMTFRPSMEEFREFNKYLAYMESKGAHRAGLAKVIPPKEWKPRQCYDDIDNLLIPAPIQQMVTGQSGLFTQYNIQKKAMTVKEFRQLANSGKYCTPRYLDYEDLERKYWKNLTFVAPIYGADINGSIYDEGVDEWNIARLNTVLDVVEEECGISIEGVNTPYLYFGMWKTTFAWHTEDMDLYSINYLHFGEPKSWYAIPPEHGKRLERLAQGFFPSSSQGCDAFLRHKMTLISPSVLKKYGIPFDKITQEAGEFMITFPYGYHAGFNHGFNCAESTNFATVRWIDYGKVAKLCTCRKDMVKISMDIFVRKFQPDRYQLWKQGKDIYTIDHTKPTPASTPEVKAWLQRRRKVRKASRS
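Compound: one test concentration per compound; Material: GST-GASC-1 enzyme fragment 2-372; Amount: GASC-1 enzyme at 10 nM final in reaction; Also added: H3K9me3 peptide substrate, Fe(II), 2-oxoglutarate; Technique: LANCE TR-FRET; Times: 30 min demethylation and 1 h detection at room temperature.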
C diff growth: C. difficile growth inhibitors, primary screen, HTS; Clostridium difficile clinical isolate growth, OD600, 24 h; active compounds read low; growth activity, negative = inhibition, % at 16 µg/mL (by protocol); 86,000 tested, 0.25% active; AID 1259249, 2017;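 active = mean growth activity at or below -80% and every replicate also at or below -80%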;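 note: 0% = DMSO wells and -100% = levofloxacin 16 µg/mL wells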
An asterisk follows results filed as active; x = not tested or not shown; & = joins results of further samples.

SMILES	Pf Dd2 inh	T cruzi growth	KDM4C inh	C diff growth
CCCNC(=O)N1[C@H](CO)[C@H](c2ccccc2)C12CN(C(=O)C1CCCCC1)C2	-9.4	x	3.2	-0.2
CCC(=O)N1C[C@@H](C)[C@H](OC)CN(C)C(=O)c2cc(NS(C)(=O)=O)ccc2OC[C@H]1C	26.3	-21.3	-0.3	-2.2
COc1ccc2c3c([nH]c2c1)[C@@H](CO)N(C(C)=O)CC31CCN(C(=O)Nc2ccc(F)cc2F)CC1	-60.3	x	-2.4	-2.7
C[C@@H]1CN([C@H](C)CO)C(=O)c2cc(NC(=O)CCCN(C)C)ccc2O[C@@H]1CN(C)C	13.0	x	-1.8	-0.4
O=C(C[C@@H]1C[C@H]2c3cc(NC(=O)Nc4ccccc4)ccc3O[C@H]2[C@@H](CO)O1)NCc1ccccn1	5.8	-0.8	-1.9	-2.3
O=C(C[C@@H]1CC[C@H]2[C@@H](COC[C@H](O)CN2S(=O)(=O)c2ccc(Cl)cc2)O1)NCCN1CCCC1	4.0	4.7	0.4	-24.0
C[C@@H]1CN([C@@H](C)CO)C(=O)Cc2cc(NS(=O)(=O)c3cccs3)ccc2O[C@@H]1CN(C)C(=O)Nc1cccc2ccccc12	-31.8	-11.8	-0.6	-5.3
O=C(C1CCOCC1)N1CC(=O)N2[C@H](C1)[C@H](c1ccc(C#CC3CCCCC3)cc1)[C@@H]2CO	-48.4	x	0.3	43.5
CCCNC(=O)N(C)C[C@H]1Oc2cc(-c3ccccc3F)ccc2S(=O)(=O)N([C@H](C)CO)C[C@H]1C	25.8	x	0.3	1.9
CO[C@@H](CN(C)C(=O)Nc1ccc(F)cc1)[C@H](C)CN(Cc1ccccc1Cl)[C@H](C)CO	-16.3	-78.1	0.0	x
C[C@@H]1CN([C@H](C)CO)C(=O)Cc2cc(NC(=O)C3CCCCC3)ccc2O[C@@H]1CN(C)CC1CC1	-9.9	12.3	0.6	-6.8
CN1C(=O)c2cc(NC(=O)c3cnccn3)ccc2OC[C@@H]2O[C@H](CC(=O)NCC3CCCCC3)CC[C@H]21	x	-12.5	-1.5	-10.4
C[C@@H]1CCCCO[C@H](CN(C)C(=O)NC2CCCCC2)[C@H](C)CN([C@H](C)CO)C(=O)c2cc(NS(=O)(=O)c3cccs3)ccc2O1	-81.8*	26.0	-0.1	9.5
CCN1[C@@H]2c3ccc(-c4ccccc4OC)c(=O)n3C[C@H]1[C@H](CO)[C@H]2C(=O)N[C@@H](C)c1ccccc1	x	16.1	-2.0	-6.5
CN(C)C(=O)C[C@@H]1C[C@@H]2c3cc(NS(=O)(=O)c4ccc(F)cc4)ccc3O[C@@H]2[C@H](CO)O1	21.1	66.6	0.0	-0.2
CCCNC(=O)C[C@@H]1CC[C@@H]2[C@@H](COc3ccc(NC(=O)Cc4cccs4)cc3C(=O)N2C)O1	-67.5	-30.5	-0.9	6.5
COc1ccc(NC(=O)N[C@H]2CC[C@H](CCNC(=O)c3ccccc3F)O[C@H]2CO)cc1	7.7	-2.0	-2.7	-2.1
COc1ccc(C#Cc2ccc3c(c2)[C@H]2[C@H](CCN2C(C)=O)[C@@H](CO)N3C)cc1	-39.5	80.1	1.7	4.1
COCC(=O)Nc1ccc2c(c1)C(=O)N(C)C[C@@H](OC)[C@@H](C)CN[C@@H](C)CO2	-8.7	-42.4	1.2	-10.0
CCNC(=O)C[C@H]1CC[C@@H]2[C@H](COC[C@@H](O)CN2C(=O)C2CCOCC2)O1	x	-10.0	-1.4	0.8&-5.8
Cc1noc(C)c1S(=O)(=O)N(C)C[C@@H]1Oc2ccc(NC(=O)Nc3ccc(F)cc3)cc2CC(=O)N([C@H](C)CO)C[C@@H]1C	-1.8	22.5	-0.7	-4.0
CC(C)NC(=O)N1C[C@H]2[C@@H](c3ccccc31)[C@@H](CO)N2C(=O)c1ccccc1	5.3	20.6	0.4	-0.6
C[C@@H]1CN([C@@H](C)CO)C(=O)c2cc(NC(=O)CCN3CCOCC3)ccc2O[C@@H]1CN(C)Cc1ccc(-c2ccccc2)cc1	-6.6	-9.7	2.4	-6.6
Cc1ccccc1-c1ccc(C2[C@@H]3CN(C(=O)NC4CCCCC4)C[C@H]2N3)cc1 (stereo partly drawn)	3.9&6.6	x	-0.7&-0.8	54.9&22.2
Cc1noc(C)c1NC(=O)N(C)C[C@@H]1Oc2cc(C#CCC3CCCC3)ccc2S(=O)(=O)N([C@H](C)CO)C[C@@H]1C	-46.3	x	14.8	12.1

A section from the list above, as a working copy:
SMILES	Pf Dd2 inh	T cruzi growth	KDM4C inh	C diff growth
CCCNC(=O)N1[C@H](CO)[C@H](c2ccccc2)C12CN(C(=O)C1CCCCC1)C2	-9.4	x	3.2	-0.2
CCC(=O)N1C[C@@H](C)[C@H](OC)CN(C)C(=O)c2cc(NS(C)(=O)=O)ccc2OC[C@H]1C	26.3	-21.3	-0.3	-2.2
COc1ccc2c3c([nH]c2c1)[C@@H](CO)N(C(C)=O)CC31CCN(C(=O)Nc2ccc(F)cc2F)CC1	-60.3	x	-2.4	-2.7
C[C@@H]1CN([C@H](C)CO)C(=O)c2cc(NC(=O)CCCN(C)C)ccc2O[C@@H]1CN(C)C	13.0	x	-1.8	-0.4
O=C(C[C@@H]1C[C@H]2c3cc(NC(=O)Nc4ccccc4)ccc3O[C@H]2[C@@H](CO)O1)NCc1ccccn1	5.8	-0.8	-1.9	-2.3
O=C(C[C@@H]1CC[C@H]2[C@@H](COC[C@H](O)CN2S(=O)(=O)c2ccc(Cl)cc2)O1)NCCN1CCCC1	4.0	4.7	0.4	-24.0
C[C@@H]1CN([C@@H](C)CO)C(=O)Cc2cc(NS(=O)(=O)c3cccs3)ccc2O[C@@H]1CN(C)C(=O)Nc1cccc2ccccc12	-31.8	-11.8	-0.6	-5.3
O=C(C1CCOCC1)N1CC(=O)N2[C@H](C1)[C@H](c1ccc(C#CC3CCCCC3)cc1)[C@@H]2CO	-48.4	x	0.3	43.5

Remaining list, next part:
SMILES	Pf Dd2 inh	T cruzi growth	KDM4C inh	C diff growth
CN1CCN(C(=O)C[C@H]2C[C@H]3c4cc(NC(=O)Nc5ccc(C(F)(F)F)cc5)ccc4O[C@H]3[C@H](CO)O2)CC1	-58.4	-11.9	-5.0	0.3
C[C@@H]1CCCCO[C@@H](CN(C)S(=O)(=O)c2ccccc2)[C@H](C)CN([C@@H](C)CO)C(=O)c2cc(N(C)C)ccc2O1	-9.8	76.5	-0.8	-4.3
COCC(=O)N1CC2(C1)CN(C(=O)NC1CCCC1)[C@H](CO)c1c2c2ccc(OC)cc2n1C	-7.4	x	0.7	-5.1
CN1C[C@@H](O)COC[C@@H]2O[C@H](CC(=O)NC3CCC3)CC[C@H]21	-4.6	7.0	-1.4	-1.1&-4.8
C[C@@H]1CN([C@H](C)CO)C(=O)Cc2cc(NC(=O)Nc3ccc4c(c3)OCO4)ccc2O[C@H]1CN(C)Cc1ccc(C(=O)O)cc1	21.4	-7.7	1.6	8.4
COc1cccc(S(=O)(=O)N2C[C@@H]3N[C@H](C2)C3c2ccc(-c3ccccc3C)cc2)c1 (stereo partly drawn)	-42.1&-69.9	x	0.0&-1.3	1.0&35.8
COc1ccc(NC(=O)Nc2cccc3c2O[C@H](CN(C)Cc2ccccc2)[C@@H](C)CN([C@H](C)CO)C3=O)cc1	1.0	39.6	-0.1	-2.3
CCCNC(=O)Nc1ccc2c(c1)OC[C@H](C)N(Cc1cncnc1)C[C@@H](C)[C@H](OC)CN(C)C2=O	22.6	57.2	1.9	x
CCCNC(=O)C[C@@H]1CC[C@H]2[C@@H](COC[C@@H](O)CN2C(=O)CC)O1	20.4	x	1.5	5.6&-7.0
Cc1noc(C)c1NC(=O)Nc1cccc2c1O[C@@H](CN(C)Cc1ccc(Cl)c(Cl)c1)[C@H](C)CN([C@@H](C)CO)C2=O	-43.3	63.5	-0.7	4.9
CCC(=O)N1CC[C@@H]2[C@@H](CO)Nc3ccc(-c4ccccc4)cc3[C@@H]21	0.6	53.8	-0.9	x
C[C@@H]1CCCCO[C@@H](CN(C)S(C)(=O)=O)[C@@H](C)CN([C@H](C)CO)C(=O)c2cc(NS(=O)(=O)c3ccc(Cl)cc3)ccc2O1	2.7	41.8	1.0	-2.1
COCCNC(=O)[C@H]1[C@H](CO)[C@H]2Cn3c(ccc(-c4ccc(F)cc4)c3=O)[C@@H]1N2C	15.7	-1.9	1.3	-3.8
CC(C)NC(=O)Nc1cccc2c1O[C@H](CN(C)Cc1ccncc1)[C@H](C)CN([C@H](C)CO)C2=O	11.7	12.8	1.4	0.1
C[C@@H](NC(=O)C[C@@H]1C[C@H]2c3cc(NC(=O)CC4CC4)ccc3O[C@H]2[C@H](CO)O1)c1ccccc1	9.0	5.1	2.5	-2.2
C[C@H](CO)N1C[C@H](C)[C@@H](CN(C)C(=O)Nc2ccc(C(F)(F)F)cc2)Oc2c(NC(=O)Nc3ccc4c(c3)OCO4)cccc2C1=O	11.2	29.7	x	10.9
CC(=O)NC[C@@H]1[C@H](c2ccc(-c3cccnc3)cc2)[C@H](CO)N1C(=O)C1CCC1	19.0	6.7	-0.9	12.6
Cc1ccc(S(=O)(=O)Nc2ccc3c(c2)C(=O)N([C@H](C)CO)C[C@@H](C)[C@@H](CN(C)Cc2ccncc2)O3)cc1	4.3	19.4	1.0	-14.3
C[C@@H]1CN([C@H](C)CO)C(=O)c2cccc(NC(=O)Nc3ccc4c(c3)OCO4)c2O[C@@H]1CN(C)Cc1ccc(C(F)(F)F)cc1	-15.2	31.3	-1.4	9.2
C[C@H]1CN([C@@H](C)CO)C(=O)c2cc(C#Cc3ccccc3F)cnc2O[C@H]1CN(C)C(=O)Cc1cccnc1	-15.6	x	-3.9	-2.0
N#C[C@H]1[C@@H](c2ccc(C3=CCCCC3)cc2)[C@@H](CO)N1C(=O)Cc1ccncc1	16.5	57.5	5.3	-3.8
CCC(=O)N1[C@H](C(=O)NCCCN(C)C)[C@@H](CO)[C@@H]2Cn3c(ccc(-c4ccccc4F)c3=O)[C@@H]21	23.8	x	0.3	-1.9
O=C(Nc1cc(F)ccc1F)N[C@H]1CC[C@H](CCNC(=O)c2cnccn2)O[C@@H]1CO	-10.9	-5.1	-0.8	x
COc1ccc2c3c([nH]c2c1)[C@@H](CO)N(Cc1ccccn1)CC31CN(C(=O)c2ccccn2)C1	-8.3	x	-0.3	0.6
COc1ccc(NC(=O)Nc2ccc3c(c2)C(=O)N([C@@H](C)CO)C[C@H](C)[C@H](CN(C)C(=O)C2CCCCC2)OCCCC[C@@H](C)O3)cc1	-66.7	65.9	-0.3	3.7
More compounds:
SMILES	Pf Dd2 inh	T cruzi growth	KDM4C inh	C diff growth
Cc1noc(C)c1S(=O)(=O)Nc1ccc2c(c1)C(=O)N([C@@H](C)CO)C[C@@H](C)[C@H](CN(C)S(=O)(=O)c1cccs1)OCCCC[C@H](C)O2	-57.5	63.7	1.6	x
N#Cc1ccc(-c2ccc3c(c2)[C@@H]2[C@@H](CCN2C(=O)CN2CCOCC2)[C@@H](CO)N3)cc1	-3.7	66.2	-2.3	-23.4
C[C@H](CO)N1C[C@H](C)[C@@H](CN(C)CC2CC2)Oc2ccc(NC(=O)CCC(F)(F)F)cc2CC1=O	-22.7	12.5	-2.2	-7.7
CC(=O)N(C)C[C@@H]1Oc2cc(-c3cccc(C#N)c3)ccc2S(=O)(=O)N([C@H](C)CO)C[C@H]1C	16.8	-10.1	20.1	-2.6
C[C@H](CO)N1C[C@H](C)[C@@H](CN(C)Cc2ccc(Cl)c(Cl)c2)Oc2ccc(NC(=O)CCN3CCOCC3)cc2C1=O	-9.8	-45.6	x	-5.1
CN(C)C(=O)c1ccc(-c2ccccc2[C@@H]2[C@@H](C#N)N(C(=O)C3CC3)[C@H]2CO)cc1	-7.2	x	-0.4	2.8
CN(C)CC(=O)Nc1ccc2c(c1)[C@H]1C[C@H](CC(=O)N3CCCCC3)O[C@@H](CO)[C@H]1O2	20.5	-93.7	1.5	1.4
Cc1noc(C)c1NC(=O)Nc1cccc2c1O[C@H](CN(C)Cc1ccncc1)[C@@H](C)CN([C@@H](C)CO)C2=O	-2.9	-6.3	2.4	2.6
C[C@@H]1CN([C@H](C)CO)C(=O)c2cccc(NC(=O)c3nc4ccccc4s3)c2O[C@H]1CN(C)Cc1ccc(Oc2ccccc2)cc1	-75.8	69.4	0.9	2.6
COc1ccc(NC(=O)N(C)C[C@H]2Oc3ccc(NS(=O)(=O)c4ccc(F)cc4)cc3C(=O)N([C@H](C)CO)C[C@H]2C)cc1	0.6	-102.7	-2.5	x
C[C@@H]1CN([C@H](C)CO)C(=O)c2cc(NS(=O)(=O)c3ccc(F)cc3)ccc2O[C@@H](C)CCCCO[C@@H]1CN(C)Cc1ccccc1	-45.1	83.7	-0.1	-6.7
C[C@@H]1CN([C@@H](C)CO)C(=O)c2cc(NS(=O)(=O)c3ccccc3)ccc2O[C@@H]1CN(C)C(=O)Nc1ccc(F)cc1	-12.3	-103.0	-0.2	-1.9
C[C@@H]1CN([C@@H](C)CO)C(=O)c2cc(NC(=O)NC3CCCCC3)ccc2O[C@H]1CN(C)C(=O)Nc1cccc2ccccc12	-11.3	-12.7	-1.7	-1.4

Source: PubChem BioAssay (Broad Institute)
